KB-3-1 tox: kills parental KB-3-1 adenocarcinoma cells | KB-3-1 viability, CellTiter-Glo ATP luminescence, 72 h | Potency, µM (highest dose often 46.1 µM), inactives show at the highest dose activity change, negative = cytotoxic, most hits filed as cytotoxic | 400,000 tested, 1.4% active | AID 1347075; also: potency is read from the fitted curve at half-maximal effect; % is scaled to controls: 0 for no effect and ±100 for the full control effect; nearly all actives have a fitted effect of over 60% in size
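Cells are dispensed, compounds pinned in, plates held at 37 °C for 72 h, then CellTiter-Glo is added and luminescence read after 10 minutes. Cell line: parental KB-3-1 in phenol-red-free DMEM, 10% FBS.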
DRD3 antagonist: D3 dopamine receptor (human) antagonism. D3R cells, DiscoveRx beta-arrestin luminescence, antagonist mode; stronger effect = lower value. max response, negative = inhibition, %. 360,000 tested, 2.5% active. P35462. AID 652054; in the data active = max response below about -50%; inconclusive = no clear call, values can overlap the other calls; also: % is scaled to controls: 0 for no effect and ±100 for the full control effect; mostly tested at two doses, the higher about 12 µM
Target sequence (P35462 whole entry, looked up): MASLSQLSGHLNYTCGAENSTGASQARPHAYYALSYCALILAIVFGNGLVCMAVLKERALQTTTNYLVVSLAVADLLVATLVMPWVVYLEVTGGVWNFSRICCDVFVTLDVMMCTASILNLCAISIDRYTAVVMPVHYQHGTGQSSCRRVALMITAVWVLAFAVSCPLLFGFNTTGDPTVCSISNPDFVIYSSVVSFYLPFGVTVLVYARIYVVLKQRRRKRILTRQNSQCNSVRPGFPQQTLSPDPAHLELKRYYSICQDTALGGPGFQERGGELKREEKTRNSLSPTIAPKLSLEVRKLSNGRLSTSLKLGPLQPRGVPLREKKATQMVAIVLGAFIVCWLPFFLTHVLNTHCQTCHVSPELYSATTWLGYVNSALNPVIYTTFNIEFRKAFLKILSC
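Cells plated overnight at 1500 cells/well, then exposed to library compounds with dopamine controls for 90 minutes at 37 degrees C. DiscoveRx reagent added for 30–60 minutes at room temperature; luminescence read, quantitative HTS format.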
IL1B secr inh: blocks inflammasome-driven IL-1 beta release; THP-1 LPS/ATP IL-1B secretion, AlphaLISA, 16 h; stronger effect = lower value; 360,000 tested, 4.7% active; activity change, % at 57.5 µM; in the data active = activity change below about -50%; inconclusive = mostly about -30% to -49%; also: % is scaled to controls: 0 for no effect and ±100 for the full control effect
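THP-1 cells pretreated 1 hr with compounds (up to 57.5 uM final), then stimulated with LPS (250 ng/mL final) plus ATP (1.25 mM final); secreted IL-1B measured by AlphaLISA after 16 hr, decreased signal indicating inhibition.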
HT1080NT lethal: kills 2HG-producing HT-1080-NT fibrosarcoma cells; HT-1080-NT fibrosarcoma viability, CellTiter-Glo ATP luminescence, 48 h; AID 686970; 360,000 tested, 1.6% active; Potency, µM (top dose mostly 46.1 µM), without a hit: top-dose activity, negative = less viability, usual class: cytotoxic;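 also: NT is the 2HG producing partner of a matched IDH1 knockdown line; potency is read from the fitted curve at half-maximal effect; 0% = DMSO-treated cells and -100% = media-only wells without cells; nearly all actives have a fitted effect of over 55% in size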
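Fibrosarcoma NT cells, 750 per well in 5% FBS RPMI, were exposed to compound for 48 hours. Viability: CellTiter-Glo luminescence.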
GLP-1R agonist: GLP-1 receptor (human) agonism | HEK293 GLP-1R CRE-luciferase, luminescence, 4-6 h; cells express a hypersensitive GLP-1R form | AID 624172 | P43220 | Potency, µM (series often up to 45.6 µM), inactives show at the highest dose activation, hits mostly activators | 380,000 tested, 0.007% active; also: potency is read from the fitted curve at half-maximal effect; % of control where 0% means no effect
Target sequence (P43220 whole entry, looked up): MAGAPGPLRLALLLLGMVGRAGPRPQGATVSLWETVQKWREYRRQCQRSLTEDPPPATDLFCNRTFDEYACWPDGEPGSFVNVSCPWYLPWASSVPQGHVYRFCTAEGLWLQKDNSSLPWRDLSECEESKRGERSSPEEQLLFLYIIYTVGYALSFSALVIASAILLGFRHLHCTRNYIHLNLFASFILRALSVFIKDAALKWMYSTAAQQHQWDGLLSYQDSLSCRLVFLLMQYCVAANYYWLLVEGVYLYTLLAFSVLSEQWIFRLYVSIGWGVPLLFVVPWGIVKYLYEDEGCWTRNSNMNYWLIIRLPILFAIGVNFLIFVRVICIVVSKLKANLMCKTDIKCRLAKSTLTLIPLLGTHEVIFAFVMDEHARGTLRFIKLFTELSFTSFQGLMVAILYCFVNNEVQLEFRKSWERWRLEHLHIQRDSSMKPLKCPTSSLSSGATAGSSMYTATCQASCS
HT1080 IDH1KD tx: toxicity to HT-1080 IDH1 knockdown cells (counter line); 360,000 tested, 2% active; AID 686971; HT-1080 IDH1 knockdown viability, ATP luminescence, 48 h; Potency, µM (top dose mostly 46.1 µM), for the others: at the top dose activity, negative = toxicity, hits mostly cytotoxic;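 also: potency is read from the fitted curve at half-maximal effect; 0% = DMSO wells and -100% = cell-free medium wells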
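Viability of IDH1-knockdown HT-1080 fibrosarcoma cells was assessed by CellTiter-Glo after 48 h at 37 °C with titrated compound; concentration-effect curves were classified by fit quality and response size.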
KB-V1 MDR tox: kills drug-selected multidrug resistant KB-V1 cells. 400,000 tested, 3.4% active. Potency, µM (series often up to 46.1 µM), for inactives: at the top dose activity change, negative = cytotoxicity, hits mostly cytotoxic. KB-V1 MDR cells viability, CellTiter-Glo, 72 h. AID 1347076; also: potency is read from the fitted curve at half-maximal effect; % is scaled to controls: 0 for no effect and ±100 for the full control effect; nearly all actives have a fitted effect of over 60% in size
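Cytotoxicity toward P-gp-expressing KB-V1 cells was determined as loss of CellTiter-Glo luminescence after 72 h at 37 degrees C. Compounds were tested in quantitative HTS format across a concentration range, with curves fitted to normalized data.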
SW480 rereplic: inducers of DNA re-replication in SW480 colon cancer cells. SW480 DNA re-replication, Hoechst DNA content imaging, 48 h. Potency, µM (series often up to 46.1 µM), for the others: at the top dose re-replication activation, actives largely listed as activators. 340,000 tested, 1.8% active; also: potency is read from the fitted curve at half-maximal effect; % of control where 0% means no effect; nearly all actives have a fitted effect of over 55% in size
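Cells (250 per well) received 23 nL compound or DMSO by pin tool and were kept 48 hr at 37 C, 5% CO2. Nuclei were then stained with Hoechst for 40 min and scanned for DNA content.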
D3 ag: activates the human D3 dopamine receptor; P35462; D3R DiscoveRx beta-arrestin cells, luminescence, 90 min; max activation, %; 410,000 tested, 0.58% active; AID 652048; in the data active = max activation above about 30%; also: 0% is about no effect; mostly tested at two doses, the higher about 12 µM
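Agonist mode: compounds and dopamine controls were applied to plated cells for 90 min at 37 degrees C after an overnight attachment at 1500 cells/well. Luminescent read-out followed 30 - 60 minutes at room temperature with DiscoveRx detection reagent.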
Numbers without * were called inactive; i = inactive; u = inconclusive; x = not tested or not shown; [ ] = remark or other dose. Unless noted, calls follow the shape of the dose curve; as a rule, active = well fitted curve in the direction sought with a large enough effect; inconclusive = small, poorly fitted or top-dose-only effect, or another doubt; inactive = no such curve, though single readings can be large; an effect the other way counts as inactive or inconclusive.

SMILES | KB-3-1 tox | DRD3 antagonist | IL1B secr inh | HT1080NT lethal | GLP-1R agonist | HT1080 IDH1KD tx | KB-V1 MDR tox | SW480 rereplic | D3 ag
COCOc1cccc(CN2CCC2(C)C(=O)Nc2cc(OC)ccc2OC)c1 (stereo not drawn) | 0% | 49 | 24 | u | 17% | -18% | -10% | x | 9
O=C1NC(Nc2nc3ccccc3s2)(C(F)(F)F)C(=O)N1C1CCCCC1 (stereo not drawn) | -9% | 15 | -8 | u | 0% | u | u | -1% | -9
COc1ccccc1NC(=O)CN1CCN(CC(=O)Nc2ccc(Cl)c(C(F)(F)F)c2)CC1 | u | 0 | -80* | u | -1% | 23µM* | u | 1% | 21
COc1ccc(CCN2CC(C(=O)NCCc3cn[nH]c3)CCC2=O)cc1 (stereo not drawn) | x | -17 | -23 | -5% | 6% | -2% | x | -10% | 8
CC(C)c1ccc(NC2CCCN(C(=O)C3=NN(C)C(=O)CC3)C2)cc1 (stereo not drawn) | 4% | -6 | 38 | -2% | 8% | 3% | 16% | -3% | 6
CCCCN1C(=O)C(CC(=O)NC(c2ccccc2)c2ccccc2)CC(C(=O)N2CCCCCC2)=C1C (stereo not drawn) | -12% | -20 | -1 | -1% | 6% | 19% | u | x | 5
COc1ccc(NC(=S)N2CCN(c3ccc([N+](=O)[O-])cc3)CC2)cc1OC | -28% | 4 | -3 | -22% | 0% | -14% | u | -2% | 5
O=C(O)c1ccc(N/N=C/c2cccc3nccnc23)cc1 | -7% | -19 | -2 | u | 2% | u | -12% | u | -5
CC1=C(C(=O)Nc2ccc(C)cc2)C(c2cccs2)NC(=S)N1 (stereo not drawn) | 19% | 8 | 7 | 4% | 0% | 7% | -14% | -6% | 1
Cc1nc2ccccc2n1CSc1ccccc1 | -6% | 22 | -13 | 0% | 4% | -21% | -8% | 11% | 11
COc1ccc(C(=O)OCC(=O)Nc2ccccc2)cc1[N+](=O)[O-] | 3% | -3 | 7 | 6% | 22% | 0% | u | 6% | -3
Cc1ccc(CNC(=O)Cn2ccc3ccccc3c2=O)o1 | 24% | -30 | 2 | 11% | -1% | 17% | 11% | 0%[9.22 µM] | 1
Cn1c(=O)c2c(ncn2CC(=O)NC2CCCCC2)n(C)c1=O | -8% | -12 | u | u | -6% | -43% | -24% | -9% | 10
Cc1ccc(-c2cn3cccnc3n2)cc1NC(=O)c1ccc(Br)o1 | 6% | -20 | u | 3%[9.24 µM] | 19% | u | 2% | -3% | -8
CCCc1cc(C(=O)Nc2cccnc2Cl)no1 | -1% | 3 | 25 | -1% | 5% | 2% | -5% | 1% | -1
Cc1cc(C(F)F)n2nc(C(=O)Nc3cccnc3Cl)nc2n1 | 14% | 16 | 20 | 14% | -4% | 9% | 13% | -1% | 3
CCOc1nonc1C(=N)/C(C(C)=O)=C(\C)O | 19% | 2 | 12 | 8% | -12% | 18% | 0% | -4% | -2
COC(=O)c1ccc(C(=O)Nc2cc(Cl)ccc2Cl)cc1NC(=O)c1ccc(N(C)C)cc1 | -5% | -10 | -12 | 5% | -3% | -7% | -1% | -5% | -10
CC(C)(C)OC(=O)NCc1ccc(NC(=O)c2nc[nH]c2C(=O)N[C@@H](Cc2ccccc2)C(=O)OCc2ccccc2)cc1 | u | 32 | -65* | u | -10% | u | -10% | -57%[inhibitor][9.22 µM] | 31*
Cc1ccc(-n2nc(C)c3c2OC(N)=C(C#N)C3c2ccoc2)cc1 (stereo not drawn) | 0% | -19 | 34 | -6% | -1% | -5% | 11% | -9% | 2
O=C(CCN1C(=O)/C(=C/c2cccs2)SC1=S)NNC(=O)c1cccc(O)c1 | 2% | 13 | 11 | -3% | -2% | -20% | -3% | -4% | 4
Cc1noc(C)c1C(=O)N1CCC1(C)C(=O)NS(=O)(=O)c1ccc(Br)cc1 (stereo not drawn) | 0% | 23 | 34 | 3% | -2% | u | 2% | x | -1
O=C(Nc1cccc2ccccc12)NC1CCCc2ccccc21 (stereo not drawn) | -2% | 55 | 28 | -2% | -7% | -8% | 4% | 2% | 3
COc1ccc(C(=O)NC(=O)COC(=O)c2ccc(C)o2)cc1 | 22% | -8 | 29 | -8%[9.24 µM] | -2% | 10% | u | -49%[inhibitor] | -6
Cc1c(OCC(=O)NC2CCN(Cc3ccccc3)CC2)ccc2c3c(c(=O)oc12)CCC3 | u | 9 | -22 | -4% | -4% | -3% | u | 27% | 2

Exported with tabs: 3 of the compounds above.
SMILES	KB-3-1 tox	DRD3 antagonist	IL1B secr inh	HT1080NT lethal	GLP-1R agonist	HT1080 IDH1KD tx	KB-V1 MDR tox	SW480 rereplic	D3 ag
Cn1c(=O)c2c(ncn2CC(=O)NC2CCCCC2)n(C)c1=O	-8%	-12	u	u	-6%	-43%	-24%	-9%	10
Cc1ccc(-c2cn3cccnc3n2)cc1NC(=O)c1ccc(Br)o1	6%	-20	u	3%[9.24 µM]	19%	u	2%	-3%	-8
CCCc1cc(C(=O)Nc2cccnc2Cl)no1	-1%	3	25	-1%	5%	2%	-5%	1%	-1

Further entries.
SMILES | KB-3-1 tox | DRD3 antagonist | IL1B secr inh | HT1080NT lethal | GLP-1R agonist | HT1080 IDH1KD tx | KB-V1 MDR tox | SW480 rereplic | D3 ag
O=C(NC(c1ccccc1)c1ccc2ccccc2n1)C1CCN(Cc2ccc(Oc3ccccc3)cc2)CC1 (stereo not drawn) | 0% | u | u | u | -2% | 13µM* | -7% | x | -16
Cc1ccc(OCCNC(=O)c2cccc(C)c2)cc1 | 0% | 6 | 53 | 10% | 19% | 6% | -3% | -3% | 2
Cc1[nH]c2ccccc2c1C(=O)CN1CCC2(CC1)OCCO2 | 5% | -6 | -3 | 4% | -4% | 0% | 27% | 3% | -1
Cc1occc1C(=O)N1CCCC(N2CCN(c3cccc(C(F)(F)F)c3)CC2)C1 (stereo not drawn) | -22% | -5 | -7 | -26% | 1% | -19% | u | -38% | -10
COc1ccc(C=C2SC(=S)NC2=O)cc1 | -30% | -19 | -15 | -19% | -2% | -24% | u | -2% | -7
COc1ccc(C(=O)N(C)Cc2ccccn2)cc1OC1CCN(C(C)C)CC1 | 7% | -9 | 12 | 7% | -6% | 9% | 2% | -1% | -9
COC(=O)CCCC[C@@H]1O[C@H](CCc2ccccc2)Cc2[nH][nH]c(=O)c21 | 14% | 3 | 34 | 1% | 0% | 5% | 25% | x | 0
CC(=O)NC(CC(=O)OCc1ccc([N+](=O)[O-])cc1)c1ccccc1 (stereo not drawn) | 4% | 10 | -11 | 0% | 13% | 13% | -3% | -10% | 4
COC(=O)[C@]12CCCCC=C1N(CCC1=CCCCC1)C(=O)[C@H](CC(=O)NCCCCc1ccccc1)C2 | u | 0 | u | u | -1% | u | -28% | x | -7
CC(C)(C)SCCNC(=O)c1ccc(Cl)c([N+](=O)[O-])c1 | -16% | 3 | u | 14% | 1% | 18% | 7% | 0% | 0
S=C(Nc1ccc2c(c1)OCO2)Nc1ccccc1Cl | 2% | -10 | 0 | 9% | 15% | -7% | 7% | -1% | 6
COc1ccccc1CN1CC(C(=O)NC2CCOCC2)CCC1=O (stereo not drawn) | -7% | -6 | i | 10% | -10% | 29% | 3% | -2% | 0
CCN(CC)S(=O)(=O)c1ccc(Cl)c(OC)c1 | -15% | 0 | -12 | 1% | 29% | -13% | -20% | -1% | -3
CCOCc1nc(C)c(Cl)c(NS(=O)(=O)c2ccc(N)cc2)n1 | 8% | -17 | 1 | 11% | 5% | 14% | 6% | 2%[9.22 µM] | -15
O=C(CSc1nnc2c(n1)[nH]c1ccccc12)N1CCCCC1 | -8% | 4 | 11 | -13% | 11% | 1% | -14% | -19% | -5
CNC(=O)CSCCn1c(SCC(=O)NC)nc2ccccc2c1=O | 6% | 0 | 15 | -2% | -6% | -2% | 7% | -18% | -4
COc1ccc2[nH]c(C)cc(=O)c2c1 | -2% | 10 | 18 | 12% | 25% | 13% | 0% | -3% | -9
Cc1ccc(S(=O)(=O)N2CCN(C(=O)C(Cc3ccccc3)NC(=O)c3ccccc3)CC2)cc1 (stereo not drawn) | -14% | -1 | -29 | -4% | 4% | 1% | -16% | 4% | -1
O=C(CN(Cc1ccccc1)C(=O)CCC(=O)Nc1nccs1)NCc1ccc(F)cc1 | -1% | 0 | 27 | -2% | 13% | -2% | 6% | 0% | -17
CCc1cc(C(=O)c2ccccc2OC)c(N)s1 | 0% | -22 | -21 | -22% | 3% | -2% | u | 2% | -6
O=C(COc1cc2oc(=O)c3c(c2cc1Cl)CCC3)NCC(O)c1ccccc1 (stereo not drawn) | 8% | 3 | -7 | 9% | 3% | 3% | -4% | 13% | 1
COC(=O)c1ccc(OCCOc2ccccc2C)cc1 | 6% | 12 | 0 | 5% | 3% | 2% | 17% | -64%[inhibitor] | -1
CCCCn1c(SCN2C(=O)c3ccccc3C2=O)nc2cc(S(N)(=O)=O)ccc21 | 0% | -25 | 1 | -3% | -3% | -3% | -11% | -2% | -11
Cc1cc(S(=O)(=O)NCCCN2CCOCC2)c(Cl)cc1Cl | 8% | 5 | -5 | 16% | 10% | 12% | u | -6% | -2
Clc1ccc(/C=N/Nc2ncnc3nc[nH]c23)cc1 | 17% | -14 | -14 | -12% | 24% | -2% | 29% | u | -3
CCOc1ccc(C(=O)NCC(=O)OCCCOC(=O)CNC(=O)c2ccc(OCC)cc2)cc1 | 0% | 5 | 3 | 0% | -8% | -5% | -18% | u | 1
COc1c(C)cc(Br)cc1C(=O)NC(=S)NCc1ccco1 | x | 4 | 11 | 7% | 4% | 0% | x | 0% | -4
CC(C)c1cc(NCC2CCCO2)n2c(nc3ccccc32)c1C#N (stereo not drawn) | -1% | 7 | -20 | -5% | 11% | -17% | u | u | 7
CC(C)CCOc1ccc(C2CC(=O)N(C)C2=O)cc1 (stereo not drawn) | -2% | -4 | -3 | 19% | 11% | 11% | 0% | 1% | 0
N#C/C(=C\c1ccc(F)cc1)c1n[nH]c(Cn2cncn2)n1 | 6% | 5 | 9 | 2% | -10% | 15% | u | -10% | 2

Assay outcomes (PubChem)
